T cell HTS – modulates CD8 T cell binding to vesicles. 2C CD8+ T cell-vesicle binding, flow cytometry; stronger effect = lower value. calls only at 7 µM. 0.068% of 330,000 active. AID 2052;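 active = response, share of CD8 T cells binding vesicles, and their 90th percentile fluorescence all below set limits, cut at about 80% in these data, passing the limit was not always enough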
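Material: 2C TCR transgenic mouse naive CD8+ T cells, MACS-purified. Also added: QL9-charged Drosophila Ld/ICAM-1/B7-1 vesicles. Timing: binding 1.5 h at 37 °C. Measured by: high-throughput flow cytometry with anti-B7-1 and anti-CD8 staining. Read-out: percent CD8+ FL2 mean versus row control. Controls: Unloaded micro-vesicles (low), QL9 vesicles with 0.7% DMSO (high).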
RSV antiviral HEp-2 – inhibition of RSV-induced cytopathic effect – HEp-2 cells, primary 10 µM value included (AID 2391). CPE inhibition, % at 10 µM; hits with a dose series show IC50 in µM. HEp-2 cells, RSV-induced CPE inhibition; higher % means a stronger effect. 0.13% of 310,000 active; in the data active = a potency from the dose series; inconclusive = CPE inhibition mostly from about 23% at the one dose, without a potency; inactive = the rest, 99 in 100 with CPE inhibition below about 21%; also: strong numbers were not always called active
Dengue-2 NS5 capping – Dengue-2 NS5 methyltransferase inhibitors, primary screen, biochemical, confirmation dose response (AID 588689); Dengue-2 NS5 methyltransferase capping enzyme assay, biochemical; higher % means a stronger effect; one-dose inhibition, % at 25 µM; IC50 in µM for titrated hits; 0.3% of 340,000 active; in the data active = a potency from the dose series; inconclusive = inhibition above about 29% without an active follow-up result
NTR1 ag – agonists of NTR1, primary screen, imaging, U2OS cells, beta-arrestin-GFP, high content (AID 493036) | NTR1-U2OS beta-arrestin-GFP spot imaging, agonist mode | 0.17% of 330,000 active | P30989 | activation, % at 20 µM;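 active = activation at or above 40% of the spot to cytoplasm intensity ratio, with at least 20 cells analyzed; inconclusive = wells under 20 cells, flagged as cytotoxic or low count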;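 also: 0% = DMSO without peptide and 100% = 100 nM NTR1 peptide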
Target sequence (P30989 whole entry, looked up): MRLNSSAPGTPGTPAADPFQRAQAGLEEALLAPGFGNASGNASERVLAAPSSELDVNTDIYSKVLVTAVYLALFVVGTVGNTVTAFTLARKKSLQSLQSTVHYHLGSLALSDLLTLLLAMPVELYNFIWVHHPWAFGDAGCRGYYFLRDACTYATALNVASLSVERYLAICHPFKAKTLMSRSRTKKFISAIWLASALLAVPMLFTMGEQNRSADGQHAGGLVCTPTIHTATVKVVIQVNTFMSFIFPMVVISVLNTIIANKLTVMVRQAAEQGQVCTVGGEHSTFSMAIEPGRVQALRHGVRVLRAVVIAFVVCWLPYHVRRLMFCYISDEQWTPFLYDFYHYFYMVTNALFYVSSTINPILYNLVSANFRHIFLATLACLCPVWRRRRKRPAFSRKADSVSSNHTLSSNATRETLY
Rac1 GTP hydrolysis – MgcRacGAP GTPase-activating activity inhibitors, confirmation, biochemical, ADP Hunter fluorescence | MgcRacGAP-stimulated Rac1 GTP hydrolysis, ADP Hunter fluorescence; higher % means a stronger effect; GST-tagged Rac1 F28L mutant substrate | one-dose inhibition, % at 30 µM; IC50 in µM for titrated hits | 0.6% of 340,000 active;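 active = first-screen hits whose inhibition reached a set limit at any dose in the follow-up dose series; inconclusive = inhibition above the set first-screen limit but never retested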;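 also: fluorescence reports GDP produced by GAP-driven GTP hydrolysis; strong numbers were not always called active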
K1F lysis inhibition – inhibition of K1F phage lysis, E. coli UTI89, bacterial capsule biogenesis inhibitors, alamar blue (AID 488966) | E. coli UTI89 K1F phage lysis, alamar blue, 2 h; higher % means a stronger effect | one-dose inhibition, % at 100 µM; IC50 in µM for titrated hits | 0.02% of 340,000 active;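 active = phage lysis inhibition, versus mean bacterial control, above a set limit; inconclusive = no clear call, values can overlap the other calls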;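 also: capsule biogenesis inhibitors block K1F phage lysis so surviving cells raise fluorescence; higher fluorescence means more inhibition of phage lysis; actives were called in the ten point dose series up to 300 µM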
PhoP inhibition – inhibitors of PhoP regulon expression, primary screen, Salmonella Typhimurium, GFP reporter (AID 1863); S. Typhimurium PhoP-regulated promoter GFP reporter, 4 h; higher % means a stronger effect; inhibition, % at 50 µM; hits with a dose series show IC50 in µM; 0.16% of 300,000 active;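 active = inhibition over 29.93%, a cutoff 3 SD above the screen mean, later confirmed by dose response; inconclusive = inhibition over 29.93% but no dose response follow-up; inactive = inhibition at most 29.93% or unconfirmed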;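 also: 0% = low Mg2+ inducing control and 100% = high Mg2+ repressing control; strong numbers were not always called active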
Large T inhibition – TAg ATPase/helicase activity blockers – biochemical (AID 1903); inhibition, % at 20 µM, or IC50 in µM where a hit was titrated; SV40 large T antigen ATPase/helicase inhibition assay; higher % means a stronger effect; 0.39% of 310,000 active; in the data active = a potency from the dose series; inconclusive = inhibition mostly from about 32% at the one dose, without a potency; inactive = the rest, 99 in 100 with inhibition below about 32%; also: strong numbers were not always called active
West Nile antiviral – West Nile virus antiviral activity, cell-based, CPE readout (AID 1621); CPE inhibition, % at 10 µM, or IC50 in µM where a hit was titrated; West Nile virus-infected cells, CPE inhibition; higher % means a stronger effect; 0.02% of 290,000 active; in the data active = a potency from the dose series; inconclusive = CPE inhibition mostly from about 3.7% at the one dose, without a potency; inactive = the rest, 99 in 100 with CPE inhibition below about 2.2%; also: strong numbers were not always called active
T cell HTS vesicle-bound % – second read-out of T cell HTS, no call of its own (marks repeat the call); double positive events, %; measured here: CD8+ vesicle-bound cell fraction;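 binding gate set so that unloaded-vesicle control wells show 10% double positive cells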
NTR1 ag cell count 20 µM – recorded beside NTR1 ag, whose call it bears; cell count; measured here: cell count, cytotoxicity flag
Dengue-2 NS5 capping pilot replicate – further read-out of Dengue-2 NS5 capping, marked with its call; inhibition, %; measured here: pilot screen replicate inhibition
An asterisk follows results filed as active; i = inactive; ? = inconclusive; · = no result given; [ ] = remark or other dose.

Preview:
SMILES | T cell HTS | T cell HTS vesicle-bound % | RSV antiviral HEp-2 | Dengue-2 NS5 capping | NTR1 ag | NTR1 ag cell count 20 µM | Rac1 GTP hydrolysis | K1F lysis inhibition | PhoP inhibition | Large T inhibition | West Nile antiviral | others
COC(=O)C1=C(O)/C(=C\c2cc(C)n(-c3ccccc3F)c2C)N=C1C | i | 35 | 2.6% | 4% | -0.6 | 42 | 12% | -1.8% | -8% | 9% | 0.2%
O=C(NCCSc1ccc(Cl)cc1)c1ccc(CN2CCOCC2)cc1 | i | 39 | 6.6% | -3% | 0.0 | 35 | 2% | -0.5% | 2% | 6% | -1.5%
Cc1ccc(-n2nc(C)c3c2OC(N)=C(C#N)C3c2ccccc2F)cc1 (stereo not given) | i | 37 | 3.8% | 1% | 2.4 | 44 | 10% | 1.4% | 20% | 1% | 1.2%
COC(=O)c1c(NC(=O)c2ccc([N+](=O)[O-])o2)sc2c1CCN(C(C)C)C2 | i | 60 | -1.8% | 1% | 1.7 | 58 | 8% | 0.4% | 56µM* | 3% | -1.1%

All compounds of this part (from the top)
SMILES | T cell HTS | T cell HTS vesicle-bound % | RSV antiviral HEp-2 | Dengue-2 NS5 capping | NTR1 ag | NTR1 ag cell count 20 µM | Rac1 GTP hydrolysis | K1F lysis inhibition | PhoP inhibition | Large T inhibition | West Nile antiviral | others
COC(=O)C1=C(O)/C(=C\c2cc(C)n(-c3ccccc3F)c2C)N=C1C | i | 35 | 2.6% | 4% | -0.6 | 42 | 12% | -1.8% | -8% | 9% | 0.2%
O=C(NCCSc1ccc(Cl)cc1)c1ccc(CN2CCOCC2)cc1 | i | 39 | 6.6% | -3% | 0.0 | 35 | 2% | -0.5% | 2% | 6% | -1.5%
Cc1ccc(-n2nc(C)c3c2OC(N)=C(C#N)C3c2ccccc2F)cc1 (stereo not given) | i | 37 | 3.8% | 1% | 2.4 | 44 | 10% | 1.4% | 20% | 1% | 1.2%
COC(=O)c1c(NC(=O)c2ccc([N+](=O)[O-])o2)sc2c1CCN(C(C)C)C2 | i | 60 | -1.8% | 1% | 1.7 | 58 | 8% | 0.4% | 56µM* | 3% | -1.1%
COC(=O)C1=C(C)OC(N)=C(C#N)C1c1cc2cc(C)ccc2nc1Cl (stereo not given) | i | 46 | 0.6% | -5% | 0.6 | 45 | 7% | -0.8% | · | · | 0.5%
Cc1cccc(NC(=O)CN2C(=O)NC(C)(c3ccc4c(c3)OCO4)C2=O)c1 (stereo not given) | i | 46 | -1.1% | -1% | -1.7 | 93 | 3% | 0.3% | 14% | 2% | -0.6% | Dengue-2 NS5 capping pilot replicate=0.3
O=C(Nc1ccccc1C(F)(F)F)C(O)(c1ccccc1)C1CCCCC1 (stereo not given) | i | 32 | -0.1% | 2% | 2.9 | 46 | -3% | -0.3% | · | · | ·
O=C(c1cccc(N2CCCC2=O)c1)N1CCN(c2ccccc2)CC1 | i | 54 | 2.3% | 4% | 0.2 | 54 | 10% | 0.1% | 8% | 12% | -0.3%
COc1ccccc1-c1ccc(NC2CCCCC2)nn1 | i | 43 | 2.7% | -1% | 1.7 | 67 | 9% | ? | 15% | -4% | ·
CCc1cc(=O)oc2cc(OCC(=O)N3CCC(C(N)=O)CC3)ccc12 | i | 33 | · | -1% | 3.6 | 81 | 4% | 2.5% | 5% | 13% | -0.1%
C[C@@H]1CN([C@@H](C)CO)C(=O)Cc2cc(NC(=O)Nc3ccc(F)cc3)ccc2O[C@@H]1CN(C)Cc1ccc(Cl)c(Cl)c1 | i | 8 | · | -10% | 7.8 | 65 | 6% | 0.5% | · | · | ·
O=C(CC(=O)c1c(F)cccc1Cl)c1ccccc1O | i | 21 | 1.5% | 6% | 1.2 | 100 | 11% | 0.1% | -13% | -1% | -1.4%
COc1ccc(NC(=O)CSc2nc(O)cc(=O)[nH]2)c(OC)c1 | i | 4 | 0.6% | -16% | 0.8 | 62 | 10% | -0.1% | 1% | 11% | 0.3%
CCOC(=O)C1CCCN(c2c(NCCc3ccc(Cl)cc3)c(=O)c2=O)C1 (stereo not given) | i | 41 | -0.5% | -10% | 2.4 | 59 | 5% | -1.1%[50 µM] | -6% | 18% | -0.1%
Cc1ccc(C(=O)NCCNC(=O)Cc2ccccc2)cn1 | i | 20 | 1.9% | -2% | 0.0 | 64 | 7% | 0.4% | 10% | 5% | 0.2%
CC1CCN(C(c2cccs2)c2nnnn2Cc2ccccc2)CC1 (stereo not given) | i | 12 | 1.6% | -12% | 0.2 | 77 | 8% | 0.3% | -7% | 13% | -0.9%
CCOc1ccc(S(=O)(=O)Nc2c(C)n(C)n(-c3ccccc3)c2=O)cc1 | i | 51 | 0.0% | · | 2.0 | 48 | 3% | -1.5% | -3% | 6% | -0.8%
CCc1cccc(C)c1NC(=S)NCCc1c(C)[nH]c2ccc(C)cc12 | i | 11 | -2.1% | 0% | 5.1 | 59 | 9% | -1.2% | 1% | 14% | -0.7%
Cn1c(=O)[nH]c(=O)c2c1nc(SCCO)n2CC(O)COc1ccccc1 (stereo not given) | i | 52 | 2.5% | 2% | 1.9 | 32 | 12% | -0.7% | 9% | 0% | 0.3%
CC1CC(C)CN(C(=O)c2ccc3c(=O)n(Cc4ccc5c(c4)OCO5)c(=S)[nH]c3c2)C1 (stereo not given) | i | 6 | 22% | -6% | 2.0 | 102 | 5% | 0.0% | -10% | 0% | -1.5%
Cc1cc(OCC(=O)Nc2ccccc2C)no1 | i | 32 | 0.3% | -5% | -1.7 | 67 | 6% | 0.5%[50 µM] | · | · | ·
O=C(NC1CCCC1)c1cccc2c1C(=O)c1ccc(Cl)cc1S2(=O)=O | i | 41 | 1.5% | 3% | 2.6 | 68 | 8% | -2.8% | · | · | ·
Cc1cc(Cn2nc(C(=O)NCc3cccc(C(F)(F)F)c3)cc2-c2ccccc2)on1 | · | · | 3.5% | -13% | -0.9 | 93 | 9% | 0.2% | · | 7% | ·
N#CC1=C(C=Nc2ccccc2O)CCC1 | i | 15 | 0.7% | -4% | 3.1 | 87 | 8% | 0.2% | -7% | 5% | 0.4%
O=C(CSc1ncn[nH]1)Nc1ccc2c(c1)CCC2 | i | 40 | 1.5% | -4% | -1.1 | 69 | 7% | -0.3% | -13% | 4% | 0.4%
CC(=O)c1c(C)[nH]c(C(=O)OCC(=O)N2CCCC2=O)c1C | i | 48 | · | 6% | -0.5 | 55 | 4% | 0.1%[50 µM] | · | · | ·
COc1cc(C#N)ccc1OC(=O)c1cccc(S(=O)(=O)N2CCN(C)CC2)c1 | i | 19 | 0.6% | 1% | 1.1 | 37 | 6% | 0.5%[50 µM] | -1% | 27% | ·
O=C(O)Cc1ccc(NC(=O)Nc2ccc(Br)cc2)cc1 | i | 50 | 0.9% | -38% | 0.4 | 31 | 10% | -1.1% | 1% | 4% | -0.4%
COc1cc2cc[n+](Cc3ccc([N+](=O)[O-])cc3)cc2cc1OC | i | 25 | 0.0% | -12% | -0.5 | 73 | · | 0.2% | 2% | 3% | 0.1%
CC1CC(C)CN(CCCNC(=O)CN2C(=O)CSc3ccc(S(=O)(=O)N4CCOCC4)cc32)C1 (stereo not given) | i | 24 | 0.3% | 1% | 0.7 | 82 | 8% | -0.1% | 6% | 4% | 0.6%
COc1ccc(-c2noc3c2-c2nc(-c4ccc(Cl)cc4)sc2CC3)cc1 | i | 24 | 1.2% | 1% | -0.5 | 88 | 10% | 0.7% | 3% | 11% | -0.5%
CO/N=C/NC(=O)c1c(OC)ccnc1Oc1ccccc1 | i | 32 | 2.1% | 2% | 0.4 | 65 | -1% | 1.1% | -1% | 4% | 1.6%
Cc1ccc(OCC(=O)N(C)C2CCCCC2)c([N+](=O)[O-])n1 | i | 26 | · | 6% | -2.1 | 61 | -7% | i | · | · | ·
Cn1nnnc1SCc1ccc(CSc2nnnn2C)cc1 | i | 58 | 1.8% | -8% | -1.3 | 96 | 9% | 0.7% | 0% | 4% | 0.2%
Cn1c(=O)c2c(nc(OCC3COC(C)(C)O3)n2Cc2ccccc2F)n(C)c1=O (stereo not given) | i | 9 | -0.5% | -11% | -0.6 | 46 | 12% | -0.1% | 12% | 5% | -0.3%
Oc1ccc(/C=C/c2ccnc3ccccc23)cc1 | i | 50 | 20% | -1% | 10 | 76 | 21% | 0.1% | 26% | -29% | -0.6%
Cc1cc(C)c2c(=O)[nH]c(SCc3ccccc3C)nc2n1 | i | 48 | -0.2% | 7% | 0.6 | 49 | 7% | 1.4% | -2% | 2% | 0.2%
CC(=O)Nc1ccc(NC(=O)c2ccc(N(Cc3ccccc3C)S(C)(=O)=O)cc2)cc1 | i | 56 | 1.1% | -4% | -0.6 | 43 | -9% | -1.1% | · | 2% | ·
CC(Sc1nc2ccccc2s1)C(=O)N1CCOCC1 (stereo not given) | i | 37 | 2.2% | 4% | -6.6 | 33 | 7% | -1.1% | -1% | 2% | -0.4%
Cc1ccc(C(C(=O)NC2CCCC2)N(Cc2ccc3c(c2)OCO3)C(=O)c2snc(C(N)=O)c2N)cc1 (stereo not given) | i | 42 | 0.3% | -8% | 4.8 | 60 | 9% | 0.0% | 1% | 13% | 0.0%
COc1ccc(S(=O)(=O)Nc2ccc(NC(C)=O)cc2)cc1Br | i | 50 | 1.3% | -8% | -0.2 | 57 | 8% | -0.6% | -3% | 2% | 0.6%
O=C(Nc1ccc(O)c2c(=O)cc(-c3ccccc3Cl)oc12)c1ccc(F)cc1 | · | · | · | -8% | 7.3 | 58 | 10% | 1.0% | -5% | · | 0.7%
Cc1cccc(OCCn2c(=O)sc3ccccc32)c1 | i | 39 | 3.9% | -3% | 0.9 | 79 | 7% | 0.6% | 7% | 4% | 0.2%
CC(C)c1ccccc1NC(=O)c1cccnc1 | i | 34 | 1.3% | -2% | -1.3 | 51 | 9% | 0.4% | 4% | 4% | -0.1%
O=S(=O)(c1ccc(F)cc1)c1nc(-c2ccco2)oc1Nc1ccccc1 | i | 42 | 3.1% | · | 2.3 | 85 | 1% | 0.2% | 12% | 24% | -0.8%

From PubChem
